Screening results as filed in PubChem BioAssay.
NCI-60 one-dose screen, 48 h, at 10 µM unless noted. Numbers give growth in % (100 = growth as untreated, 0 = no growth, -100 = all killed).
TK-10: TK-10 renal cancer cells. 81,000 tested, 3.9% active. AID 1794769
CAKI-1: CAKI-1 renal cancer | 75,000 tested, 4.7% active | AID 1794772
SF-295: SF-295 CNS cancer cells; 79,000 tested, 5.6% active
UO-31: UO-31 renal cancer. 81,000 tested, 5.2% active. AID 1794768
786-0: 786-0 renal cancer cells. AID 1794775. 81,000 tested, 5.1% active
SF-268: SF-268 CNS cancer cells | 82,000 tested, 3.1% active | AID 1794759
SN12C: SN12C renal cancer cells; 81,000 tested, 3.8% active
U251: U251 CNS tumor cells; 80,000 tested, 5.4% active; AID 1794753
Numbers without * were called inactive; · = not tested or not shown; & = joins results of further samples; [ ] = remark or other dose. How the source made its calls: active means growth percent below 10; inactive means the rest.

Letters: A = TK-10; B = CAKI-1; C = SF-295; D = UO-31; E = 786-0; F = SF-268; G = SN12C; H = U251
> CCCCn1c(=O)c2c(nc3n2CCCN3CCc2ccc(O)c(O)c2)n(CCCC)c1=O
  A: 80; B: 98; C: 103; D: 49; E: 81; F: 79; G: 91; H: 82

> S=c1nc[nH]c2c1ccc1[nH]cnc12
  A: 145; B: 86; C: 99; D: 107; E: 125; F: 102; G: 98; H: 100

> COc1ccc(-c2ccc(=O)n(-c3ccc(S(N)(=O)=O)cc3)n2)cc1
  A: 114; B: ·; C: 91; D: 95; E: 95; F: 110; G: 112; H: 95

> COc1ccc(/C=C/c2nc(Nc3ccc(Cl)cc3)c3ccccc3n2)cc1
  A: 71; B: 56; C: 73; D: 34; E: 37; F: 54; G: 39; H: 46

> N#CC(c1c(Cl)cccc1N1CCCCC1)N1CCCCC1 (stereo not given)
  A: 91; B: 90; C: 88; D: 78; E: 100; F: 109; G: 103; H: ·

> CN1c2ccccc2C(=O)N(NC(=O)Nc2ccc(F)cc2)C1c1ccc(F)cc1 (stereo not given)
  A: 104; B: 75; C: 92; D: 43; E: 97; F: 78; G: 93; H: 98

> Nc1ccccc1-c1ccc(-c2ccc(Br)cc2)c2c1[nH]c1ccccc12
  A: 102; B: 76; C: 100; D: 46; E: 88; F: 73; G: 77; H: 75

> CCCCC1(CC)COC(c2ccccc2Cl)OC1 (stereo not given)
  A: 99; B: 83; C: 103; D: 84; E: 94; F: 100; G: 105; H: 104

> CC(C)(C)n1cc(-c2ccnc(NCCCNS(=O)(=O)c3ccc(Br)cc3)n2)c(-c2ccc(Cl)c(O)c2)n1
  A: 125; B: 73; C: 99; D: 69; E: 91; F: 74; G: 84; H: 77

> CCOc1ccc2nc(NCc3ccncc3)sc2c1
  A: 111; B: 88; C: 93; D: 102; E: 98; F: 102; G: 93; H: 100

> Cc1cccc(N2CCN(CC(O)COc3cccc4ccccc34)CC2)c1 (stereo not given)
  A: 108; B: 89; C: 88; D: 86; E: 105; F: 109; G: 96; H: ·

> c1ccc(C(CC2=NCCCN2)c2ccccc2)cc1
  A: 110; B: 98; C: ·; D: 77; E: 107; F: 100; G: 91; H: 91

> Nc1ncnc2c1c(-c1ccccc1)nn2Cc1cccc(B(O)O)c1
  A: 66; B: 87; C: 102; D: 67; E: 96; F: 79; G: 90; H: 90

> CC(C)c1ccc(NC(=O)Cc2ccc(Nc3ncnc4cc(-c5cnn(CCN(C)C)c5)ccc34)cc2)cc1
  A: -57*[30 µM]; B: -41*[30 µM]; C: -62*[30 µM]; D: -73*[30 µM]; E: -59*[30 µM]; F: -62*[30 µM]; G: -96*[30 µM]; H: -66*[30 µM]

> Cc1nc2ccc(OCc3cn(Cc4ccccc4)nn3)cc2c(=O)n1Cc1ccccc1
  A: 97; B: ·; C: 89; D: 69; E: 93; F: 86; G: 94; H: 89

Following part:
Letters: A = TK-10; B = CAKI-1; C = SF-295; D = UO-31; E = 786-0; F = SF-268; G = SN12C; H = U251
> CC(Cl)Cc1ccccc1 (stereo not given)
  A: 97; B: 104; C: 94; D: 88; E: 97; F: 109; G: 108; H: 110

> COc1cc2nc(-c3ccc(-n4cncc4-c4ccc(N)cc4)cc3)sc2c(OC)c1OC
  A: 66; B: 33; C: 43; D: 16; E: 53; F: 91; G: 83; H: 50

> CCC(C)C1OC1(C)C1(O)C(C)=CC2CC(CO)=CCC2C1/C=C/C=C/C=C/C(=O)O (stereo not given)
  A: 131; B: 105; C: 96; D: 80; E: 107; F: 103; G: 94; H: ·

> CCOC(=O)C(C(=O)OCC)N1C(=O)c2ccccc2C1=O
  A: 113; B: 92; C: 106; D: 82; E: 100; F: 108; G: 91; H: 98

> CCOc1ccc(-n2nc(C(=O)Nc3cccc(OC)c3)nc2-c2cc(OC)c(OC)c(OC)c2)cc1
  A: 94; B: 73; C: 68; D: 51; E: 85; F: 81; G: ·; H: 79

> CCOC(=O)CC[C@H](NC(=O)c1ccc(NC(=O)Cn2cnc3c(c(C)nn3-c3ccc(Cl)cc3)c2=O)cc1)C(=O)OCC
  A: 95; B: 85; C: 90; D: 84; E: 98; F: 96; G: 96; H: 97

> Cc1ccc2nc3sc(C(=O)Nc4ccc(C(=O)/C=C/c5ccccc5)cc4)cc3cc2c1
  A: 107; B: 93; C: 91; D: 84; E: 100; F: 102; G: 98; H: 101

> Nc1ncc(-c2ccc(NS(=O)(=O)c3ccc(F)c(Br)c3)cc2)[nH]1
  A: 81; B: 72; C: 97; D: 70; E: 90; F: 77; G: 70; H: 86

> CCN(C(=O)Nc1ccccc1Cl)c1ccccc1
  A: 121; B: 96; C: ·; D: 91; E: 112; F: 109; G: 113; H: 97

> CC(C)CC(NC(=O)OCc1ccccc1)C(=O)NC(Cc1c[nH]c2ccccc12)C(=O)O (stereo not given)
  A: 92; B: 112; C: ·; D: 82; E: 100; F: 102; G: 110; H: 101

> CCN(c1ccc(C(=O)O)cn1)c1cc2c(cc1C)C(C)(C)CCC2(C)C
  A: 110; B: 96; C: 94; D: 86; E: 100; F: 88; G: 90; H: 85

> Cc1nn(-c2ccccc2)c2c1N=c1s/c(=C\c3ccc(C(F)(F)F)cc3)c(=O)n1CN2
  A: 80; B: 60; C: 84; D: 43; E: 73; F: 101; G: 71; H: 74

> COc1ccc(-c2nc(Nc3ccc(S(N)(=O)=O)cc3)c3ccccc3n2)cc1
  A: 127; B: 76; C: 89; D: 63; E: 55; F: 82; G: 82; H: 41

> CCN(CC)CCOc1ccccc1Br
  A: 101; B: 107; C: 99; D: 103; E: 100; F: 111; G: 103; H: 102

> Nc1nc(-c2ccc(Cl)cc2)c2cc[nH]c(=O)c2n1
  A: 119; B: 95; C: 117; D: 97; E: 109; F: 108; G: 107; H: 102

Further structures follow:
Letters: A = TK-10; B = CAKI-1; C = SF-295; D = UO-31; E = 786-0; F = SF-268; G = SN12C; H = U251
> O=C(c1ccc(Cl)cc1)N1CCN(c2ccccc2)CC1
  A: 109; B: 105; C: 104; D: 84; E: 105; F: 111; G: 101; H: 99

> O=C(Cn1nnc2ccccc21)N/N=C/c1ccco1
  A: 96; B: 91; C: 103; D: 81; E: 96; F: 104; G: 99; H: 96

> O=C(NNc1nccc(Nc2ccc(S(=O)(=O)Nc3ccncc3)cc2)n1)c1ccc([N+](=O)[O-])cc1
  A: 89; B: 102; C: 103; D: 87; E: 100; F: 98; G: 102; H: 103

> O=C(c1ccc(O)c(Br)c1)c1cc(Br)ccc1O
  A: 95&92; B: 98&98; C: 106&107; D: 65&84; E: 108&111; F: 96&97; G: 90&102; H: 107&107

> O=C(O)c1cccc2c1-c1ccccc1C2=O
  A: 91; B: 65; C: 97; D: 94; E: 102; F: 105; G: 84; H: 96

> C=C(C)[C@@H]1CC[C@]2(C(=O)O)CC[C@]3(C)[C@H](CC[C@@H]4[C@@]5(C)C/C(=C/c6ccc(Br)cc6)C(=O)C(C)(C)[C@@H]5CC[C@]43C)[C@@H]12
  A: 57; B: 38; C: 31; D: 36; E: 49; F: 48; G: 32; H: 32

> Cc1cc(C)nc(NS(=O)(=O)c2ccc(N/C(N)=N/c3nccc(-c4cccnc4)n3)cc2)n1
  A: 118; B: 90; C: 98; D: 72; E: 105; F: 107; G: 104; H: 109

> COc1ccc(-c2c(-c3cc(OC)c(OC)c(OC)c3)nc3sc(C4CC4)nn23)cc1
  A: 75; B: 52; C: 78; D: 47; E: 64; F: 93; G: 71; H: 72

> CCC1=C(C)C(=O)C2CCCCC2C1=O (stereo not given)
  A: 97; B: 118; C: ·; D: 72; E: 100; F: 103; G: 104; H: 98

> CC(=O)OCCCCCCn1c2ccccc2c2c3c(c4c5ccccc5n(C)c4c21)C(=O)N(O)C3=O
  A: 81; B: 4.2*; C: 91; D: 50; E: 88; F: 70; G: 70; H: 58

> N#Cc1c(-c2ccc(F)cc2)cc(-c2cccc(Cl)c2)[nH]c1=O
  A: 54; B: 52; C: 71; D: 54; E: 42; F: 42; G: 60; H: 39

> Cn1cc(C2=C(c3coc4ccc(F)cc34)C(=O)N(O)C2=O)c2cc(Br)ccc21
  A: 125; B: 49; C: 60; D: 41; E: 91; F: 86; G: 90; H: 74

> CCOC(=O)c1ccccc1SC(C[N+](=O)[O-])c1ccccc1 (stereo not given)
  A: 93; B: 93; C: 100; D: 99; E: 99; F: 104; G: 93; H: 82

> O=C(NNC(=O)c1cccc2ccccc12)c1ccc(F)cc1
  A: 105; B: 110; C: 101; D: 85; E: 93; F: 114; G: 101; H: 99

> Cc1ccc(/C=C/C(=O)Nc2ccc3oc(=O)ccc3c2)cc1
  A: 118; B: 102; C: 95; D: 93; E: 98; F: 100; G: 101; H: 102

An excerpt from above in order of heavy-atom count, smallest number first.
Letters: A = TK-10; B = CAKI-1; C = SF-295; D = UO-31; E = 786-0; F = SF-268; G = SN12C; H = U251
> COc1ccc(-c2ccc(=O)n(-c3ccc(S(N)(=O)=O)cc3)n2)cc1
  A: 114; B: ·; C: 91; D: 95; E: 95; F: 110; G: 112; H: 95

> CC(=O)OCCCCCCn1c2ccccc2c2c3c(c4c5ccccc5n(C)c4c21)C(=O)N(O)C3=O
  A: 81; B: 4.2*; C: 91; D: 50; E: 88; F: 70; G: 70; H: 58

> CC(C)c1ccc(NC(=O)Cc2ccc(Nc3ncnc4cc(-c5cnn(CCN(C)C)c5)ccc34)cc2)cc1
  A: -57*[30 µM]; B: -41*[30 µM]; C: -62*[30 µM]; D: -73*[30 µM]; E: -59*[30 µM]; F: -62*[30 µM]; G: -96*[30 µM]; H: -66*[30 µM]

4 entries from above in another layout.
Each structure is followed by: TK-10, CAKI-1, SF-295, UO-31, 786-0, SF-268, SN12C, U251
- O=C(c1ccc(O)c(Br)c1)c1cc(Br)ccc1O
  95&92, 98&98, 106&107, 65&84, 108&111, 96&97, 90&102, 107&107
- O=C(O)c1cccc2c1-c1ccccc1C2=O
  91, 65, 97, 94, 102, 105, 84, 96
- C=C(C)[C@@H]1CC[C@]2(C(=O)O)CC[C@]3(C)[C@H](CC[C@@H]4[C@@]5(C)C/C(=C/c6ccc(Br)cc6)C(=O)C(C)(C)[C@@H]5CC[C@]43C)[C@@H]12
  57, 38, 31, 36, 49, 48, 32, 32
- Cc1cc(C)nc(NS(=O)(=O)c2ccc(N/C(N)=N/c3nccc(-c4cccnc4)n3)cc2)n1
  118, 90, 98, 72, 105, 107, 104, 109
